# Compound activity (PubChem BioAssay)
# PG9 binder = binders of HIV-1 gp120 antibody PG9, primary screen, biochemical, TR-FRET; TR-FRET gp120-PG9 antibody binding; inhibition, % at 6.7 µM; hit rate 0.43% among 360,000; in the data active = inhibition above about 8.5%
# HTRA1 inh = HTRA1 serine protease inhibitors, primary screen, biochemical, fluorescence polarization, HTS | recombinant HTRA1, FP-rhodamine activity-based probe | inhibition, % at 5.96 µM | hit rate 0.5% among 340,000 | AID 504803, 2011; in the data active = inhibition above about 36%;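 also: 0% = enzyme with DMSO and 100% = wells lacking enzyme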
# Target sequence (Q92743 whole entry, looked up): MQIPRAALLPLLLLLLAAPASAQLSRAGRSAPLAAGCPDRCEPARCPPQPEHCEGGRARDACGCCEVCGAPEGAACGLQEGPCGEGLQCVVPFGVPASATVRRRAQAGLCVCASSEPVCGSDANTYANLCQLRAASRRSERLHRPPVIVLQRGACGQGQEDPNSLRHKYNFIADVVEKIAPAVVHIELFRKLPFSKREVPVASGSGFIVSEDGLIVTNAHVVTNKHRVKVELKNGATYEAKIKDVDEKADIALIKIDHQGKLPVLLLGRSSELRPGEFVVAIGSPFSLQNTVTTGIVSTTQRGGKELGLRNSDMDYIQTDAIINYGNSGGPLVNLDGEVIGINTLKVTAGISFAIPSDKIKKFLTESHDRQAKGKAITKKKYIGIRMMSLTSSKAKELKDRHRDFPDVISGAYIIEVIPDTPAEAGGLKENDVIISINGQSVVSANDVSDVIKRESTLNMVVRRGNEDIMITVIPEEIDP
# LEDGF integ inh = blockers of LEDGF/p75-dependent integrase strand transfer – biochemical, TR-FRET, high throughput, primary screen | HIV-1 integrase (with human LEDGF/p75) | TR-FRET IN-LEDGF/p75 DNA integration, Eu/Cy5 | inhibition, % at 3.7 µM | hit rate 0.64% among 370,000 | AID 743269, 2014;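 active = inhibition above the screen-wide mean plus 3 SD, cut at about 13% in these data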;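 also: signal is the Cy5 over europium emission ratio at 671 and 618 nm; 0% = plate median of compound wells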
# NR1D1 modulator = modulators of Rev-erb alpha DNA binding, primary screen, biochemical, FITC-DNA, fluorescence polarization, uHTS; Nuclear receptor subfamily 1 group D member 1 (Homo sapiens), P20393; Rev-erbα–FITC-DNA binding, 90 min; activity, % at 10 µM; hit rate 0.79% among 370,000;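 active = activity above about 14%, limit read from the data; passing the limit was not always enough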;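 also: 0% = DMSO wells with 35 nM protein and 100% = DMSO wells with 750 nM protein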
# TCR-CD3 inh = inhibitors of human TCR-CD3 interaction, primary screen, biochemical, fluorescence, TAMRA-labeled TCR probe; T-cell receptor (TCR); inhibition, % at 9.4 µM; hit rate 0.37% among 360,000; AID 651800, 2012; in the data active = inhibition above about 19%;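 also: recombinant mutant TCR 2C K166C tagged with TAMRA read by polarization; 0% = receptor in buffer alone and 100% = receptor with positive control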
# UHRF1 binding = UHRF1 methylated DNA binding inhibitors, primary screen, counter-screen for MBD2 inhibitor project, biochemical, TR-FRET, human UHRF1, single concentration | inhibition, % at 4.4 µM | E3 ubiquitin-protein ligase UHRF1 (Homo sapiens), Q96T88 | AID 687016, 2013 | hit rate 0.75% among 370,000 | UHRF1 binding to methylated oligo; in the data active = inhibition above about 21%;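 also: UHRF1 SRA domain binding a hemimethylated CpG hairpin DNA probe; 0% = median of test compound wells and 100% = reference inhibitor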
# ABHD4 inh = ABHD4 inhibitors, primary screen, biochemical, fluorescence polarization, mouse; hit rate 0.54% among 370,000; inhibition, % at 8.92 µM; purified mABHD4, FP-Rh probe fluorescence polarization; (Lyso)-N-acylphosphatidylethanolamine lipase (Mus musculus), Q8VD66;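 active = inhibition exceeding the mean over every tested compound plus 3 SD, cut at about 30% in these data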;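 also: 0% = plate median of compound wells and 100% = S159A mutant with DMSO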
#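 Test system: mouse ABHD4 enzyme, wild type. Reagent: FP-Rh fluorescent activity-based probe, added after compound pre-incubation. Timing: pre-incubation 45 min, probe exposure 60 min, at 25 °C. Technique: FP readout, ex 525 nm / em 598 nm. Benchmarks: high control S159A mutant with DMSO, low control median of compound wells.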
# rCAG binder = binders of r(CAG) RNA repeats, primary screen, biochemical, fluorescence | r(CAG) RNA repeat, TO-PRO-1 dye displacement fluorescence | inhibition, % at 3 µM | hit rate 1.3% among 370,000;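 active = inhibition above the plate cutoff, the mean of all test compounds on that plate plus 3 SD, cut at about 35% in these data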;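 also: 0% = DMSO alone and 100% = 100 µM mitoxantrone as full dye displacement; higher means more dye released from RNA so lower well fluorescence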
# MBD2 inh = inhibitors of MBD2 binding to methylated DNA, primary screen, biochemical, TR-FRET, DNA-binding domain, human; MBD2 binding to methylated oligonucleotide; Methyl-CpG-binding domain protein 2 (Homo sapiens), Q9UBB5; hit rate 0.31% among 370,000; inhibition, % at 4.4 µM; in the data active = inhibition above about 13%
# Target sequence (Q9UBB5 whole entry, looked up, the tested form may be a part): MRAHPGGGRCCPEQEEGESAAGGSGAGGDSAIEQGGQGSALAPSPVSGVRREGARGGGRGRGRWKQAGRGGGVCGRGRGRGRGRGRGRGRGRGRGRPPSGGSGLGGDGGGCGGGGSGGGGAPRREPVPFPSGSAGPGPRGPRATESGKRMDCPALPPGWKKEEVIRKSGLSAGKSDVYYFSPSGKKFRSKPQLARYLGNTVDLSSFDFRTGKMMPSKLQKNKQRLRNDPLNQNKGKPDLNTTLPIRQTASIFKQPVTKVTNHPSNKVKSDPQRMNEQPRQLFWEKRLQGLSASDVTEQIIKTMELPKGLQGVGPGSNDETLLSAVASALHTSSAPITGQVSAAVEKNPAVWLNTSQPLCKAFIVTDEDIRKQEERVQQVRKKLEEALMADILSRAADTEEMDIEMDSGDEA
# PRMT1 inh = PRMT1 methyltransferase inhibitors, primary screen, biochemical, fluorescence polarization; AID 652257, 2013; recombinant PRMT1, activity-based probe fluorescence polarization; hit rate 1.3% among 370,000; Protein arginine N-methyltransferase 1 (Homo sapiens), Q99873; inhibition, % at 2.79 µM;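 active = inhibition above about 21% made by adding two undisclosed values, limit read from the data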
# * hit, by the source's call; / = no result given.
SMILES,PG9 binder,HTRA1 inh,LEDGF integ inh,NR1D1 modulator,TCR-CD3 inh,UHRF1 binding,ABHD4 inh,rCAG binder,MBD2 inh,PRMT1 inh
COCCN=C1Sc2nc3cc4c(cc3cc2CN1CC1CCCO1)OCO4 (configuration not stated),-0.3,-8.0,-2.7,-3.8,5.8,-1.2,1.5,-0.3,-1.7,-1.8
Cc1cccc(NS(=O)(=O)c2nnc(NC(=O)C3CCCCC3)s2)c1,-0.2,-0.3,2.3,-1.9,-1.0,-0.2,-6.4,37.2*,-3.2,2.7
CCOC(=O)c1cc2c(C)n(-c3ccc(OCC)cc3)c(C)c2ccc1=O,-1.2,4.3,1.6,-0.2,5.4,-2.3,4.1,4.4,-4.4,9.4
Cc1ccc(NC(=O)CSc2ccc(C(N)=O)cc2[N+](=O)[O-])cc1,-1.1,3.3,-0.4,-1.3,2.0,0.2,1.6,11.0,0.8,0.6
COc1cc(CC(=O)N2CCN(S(=O)(=O)c3ccc(C(C)C)cc3)CC2)cc(OC)c1OC,1.2,-7.5,6.9,-3.3,-0.6,-0.4,-7.2,4.0,-8.4,-4.2
O=C(Nc1ncccn1)c1cccc(F)c1,0.0,2.8,-0.8,-2.9,-12.6,1.3,-3.2,-2.9,-1.6,-1.3
CCN(CC)S(=O)(=O)c1ccc(N2CCOCC2)c(NC(=O)c2ccc(=O)n(C)n2)c1,-2.2,4.6,6.3,-2.5,-2.8,0.6,3.0,-1.4,-6.9,-2.6
O=S(=O)(c1cccc(S(=O)(=O)N2CCC(Cc3ccccc3)CC2)c1)N1CCOCC1,-0.2,-13.1,-3.2,2.5,0.1,0.5,-8.6,-3.2,-1.0,0.9
COc1ccc(C(=O)COc2ccccc2C(N)=O)cc1,0.0,4.1,0.5,-4.1,0.1,-1.7,-11.7,-2.0,2.9,-2.6
O=C(C1CCCCC1)N1CCN(c2ncccn2)CC1,0.5,5.5,0.7,1.0,-0.9,3.7,0.4,-2.4,1.0,-2.2
CC1C(=O)OC2C1CCC1(C)C3(C)C(=O)C=CC213 (configuration not stated),-0.1,/,0.8,-2.5,-6.2,0.4,1.0,-1.4,2.0,7.7
C=CCNc1nc2ccccc2nc1NS(=O)(=O)c1cccs1,0.0,9.9,-0.6,-1.1,-10.0,2.6,4.2,5.7,-0.2,2.2
Cc1nn(-c2ccccc2)c2nc3c(cc12)C(=O)CCC3,-0.8,1.4,0.6,7.0,-0.5,-1.0,-3.5,-1.1,2.7,0.6
O=C(Nc1c(-c2ccccc2)[nH][nH]c1=O)c1cccs1,-2.5,/,12.2,2.1,-2.7,10.1,-2.5,5.3,-3.2,-0.5
CN1/C(=C\C(=O)COC(=O)c2nccnc2N)C(C)(C)c2ccccc21,0.1,10.0,0.9,3.4,-3.9,-4.8,1.4,1.6,2.4,0.3
O=C(Cn1cnc2ccccc2c1=O)c1ccc(Br)cc1,-0.6,0.8,-6.1,1.5,-4.4,2.8,2.0,-1.2,-1.0,4.6
O=C(OC12CCCN(C1)/C(=C/c1cccnc1)C2)c1cccc(F)c1 (configuration not stated),/,/,-0.8,1.2,/,-0.2,-0.7,5.9,4.5,-1.4
CCOc1ccc(CCNC(=O)COC(=O)/C=C/c2ccccc2)cc1OCC,2.3,-4.5,-5.7,4.3,0.4,1.7,0.9,-6.3,4.9,0.6
O=C(O)COc1ccccc1/C=N/NC(=O)c1cccc(S(=O)(=O)Nc2cccc(Cl)c2)c1,-2.3,-27.6,-2.7,0.1,0.1,-1.7,-73.7,48.5*,-3.3,-3.4
CC1(c2ccccc2)CC(C)(C)N(C(=O)C2CCCO2)c2ccccc21 (configuration not stated),-1.4,-8.9,1.1,0.5,10.3,-1.6,-9.1,-4.8,-2.6,-2.6

# Entries of single compounds, quoted from the list. Order of values: PG9 binder | HTRA1 inh | LEDGF integ inh | NR1D1 modulator | TCR-CD3 inh | UHRF1 binding | ABHD4 inh | rCAG binder | MBD2 inh | PRMT1 inh
# `CC1(c2ccccc2)CC(C)(C)N(C(=O)C2CCCO2)c2ccccc21` (configuration not stated) as listed: -1.4 | -8.9 | 1.1 | 0.5 | 10.3 | -1.6 | -9.1 | -4.8 | -2.6 | -2.6
# `CC1C(=O)OC2C1CCC1(C)C3(C)C(=O)C=CC213` (configuration not stated) as listed: -0.1 | / | 0.8 | -2.5 | -6.2 | 0.4 | 1.0 | -1.4 | 2.0 | 7.7

# Remaining list, next part:
SMILES,PG9 binder,HTRA1 inh,LEDGF integ inh,NR1D1 modulator,TCR-CD3 inh,UHRF1 binding,ABHD4 inh,rCAG binder,MBD2 inh,PRMT1 inh
O=C(O)c1ccc2c(=O)n(Cc3ccccc3)c(SCc3ccc([N+](=O)[O-])cc3)nc2c1,-0.4,0.2,-0.3,0.2,2.0,4.9,-2.9,6.5,-2.8,-2.5
CCOc1ccc(NC(=S)NC(=O)/C=C/c2ccc(C)cc2)c([N+](=O)[O-])c1,-2.3,-4.6,-1.0,3.3,-1.9,-0.2,-11.7,0.9,-2.0,-0.7
CCN(CC)C(=O)CN(c1ccc2c(c1)OCO2)S(C)(=O)=O,-2.3,7.8,0.0,1.8,0.7,-2.5,4.3,-0.4,3.7,-0.2
Cc1ccccc1NS(=O)(=O)c1ccc(C(=O)NCC2(N3CCOCC3)CCCCC2)cc1,-1.3,-5.2,1.3,-6.7,27.3*,3.3,0.1,3.2,0.6,-6.0
Cc1csc(SCC(=O)O)n1,-2.6,16.2,7.6,-0.8,0.4,5.0,-0.4,-0.2,1.9,1.0
O=C(CCS(=O)(=O)c1ccc(F)cc1)N1CCN(c2ccccc2)CC1,-1.3,0.2,3.3,-2.9,2.5,-0.6,2.4,-3.7,2.0,-0.8
CCOC(=O)c1[nH]c(=O)[nH]c1CNc1ccccc1C#N,0.8,9.0,-2.3,3.3,4.5,2.4,-1.6,2.5,3.1,1.8
c1ccc2c(c1)Cc1cc(CN3CCOCC3)ccc1-2,0.9,-2.9,-1.8,-2.6,0.9,0.2,-3.5,-4.2,3.8,-0.2
CC(C)(C#N)NC(=O)C1CCCN1S(=O)(=O)c1ccc2ccccc2c1 (configuration not stated),0.5,-2.6,1.6,-0.6,1.1,-3.1,0.8,-0.7,2.6,-0.6
COc1ccc(C(=O)COC(=O)CCC(=O)Nc2ccc(C(C)=O)cc2)cc1,2.6,7.4,-9.8,7.8,-2.9,6.3,7.0,-1.6,1.8,4.6
Cc1c(NC(=O)COC(=O)Cc2ccc(F)cc2)c(=O)n(-c2ccccc2)n1C,-0.1,-1.6,-0.9,1.6,3.0,-2.4,0.7,-2.4,-3.3,1.2
O=Nc1c(O)n(Cc2c(Cl)cccc2Cl)c2ccccc12,0.5,-42.9,1.1,0.8,-8.2,1.1,-15.8,7.9,1.5,3.1
COC(=O)CN(c1c(C)cccc1C)S(C)(=O)=O,-3.1,6.5,-1.4,4.1,4.0,1.4,3.2,2.9,0.7,0.9
COc1ccccc1OCCn1c(=O)n(C)c2ccccc21,-0.9,-0.2,0.0,2.2,-0.2,-0.1,-7.3,-6.7,2.4,-4.5
CCOC(=O)C1=CN(Cc2cccc(-c3ccc4c(c3)OCO4)c2)S(=O)(=O)N(C)C1C (configuration not stated),-2.0,-18.1,-2.0,10.4,0.7,-2.5,-12.5,5.7,-0.4,0.1
CN(Cc1ccccc1)c1nc2c(c(=O)[nH]c(=O)n2C)n1CCCc1ccccc1,-0.1,-5.9,1.6,1.0,2.1,1.2,15.8,-8.1,0.0,-3.0
c1ccc(-c2c[nH]c3ccc(OCCN4CCOCC4)c(-c4ccccc4)c23)cc1,/,/,-1.6,6.5,/,1.0,2.5,3.4,1.6,-0.4
NS(=O)(=O)c1ccc(NC(=O)C2Cc3ccccc3CN2C(=O)c2ccco2)cc1 (configuration not stated),-3.2,-9.4,5.0,-4.4,17.5,5.9,-4.3,9.0,-2.8,10.1
CCc1ccc(NC(=O)COn2nnc3ccc(S(=O)(=O)N(C)C)cc32)cc1,-1.0,4.3,-0.4,-4.2,3.7,-1.1,-6.0,1.5,-0.9,-3.1
CCN1CCN(C(CNC(=O)c2ccc3c(c2)OCO3)c2cccnc2)CC1 (configuration not stated),2.1,-1.4,-1.2,-1.3,-2.1,-0.3,-3.9,3.0,3.0,1.2
O=C(Nc1ccc(Oc2cccc(C(F)(F)F)c2)nc1)c1cccs1,0.6,-35.1,-4.3,4.6,-2.4,-0.4,-8.0,-3.2,-1.5,-3.0
COc1cccc(CNC(=O)CCC2CCCN(C(=O)c3cc(C)[nH]n3)C2)c1 (configuration not stated),-0.1,2.3,-10.1,-3.0,2.4,3.1,-1.4,-4.2,0.8,1.0
O=C(CNCC1CCCCC1)Nc1cccc(S(=O)(=O)N2CCOCC2)c1,1.5,-13.1,-0.8,-0.8,-4.3,-0.6,18.6,-5.3,5.0,1.1
COc1ccc(CCNC(=O)c2cc3cc(F)ccc3nc2C)cc1OC,-0.4,1.6,-2.2,1.6,0.2,-2.0,0.3,-7.0,-0.6,-2.7
Cc1cccc(C)c1NC(=O)CN(C)C(C)C(=O)Nc1ccccc1-c1ccccc1 (configuration not stated),-2.4,-4.7,-0.1,-1.2,-2.3,3.0,-2.0,-6.4,-2.6,-3.4
Cn1cccc1Cc1nnc(SCC(=O)Nc2ccccc2F)n1CCc1ccccc1,0.4,-4.7,-0.7,5.0,-5.0,-0.9,5.0,5.0,1.2,3.8
COC(=O)c1ccc(C)c(NC(=O)Cn2c(C)csc2=O)c1,-1.5,5.2,0.8,3.9,5.3,-0.5,-0.8,5.0,-0.6,1.5
O=C(c1ccc(CS(=O)Cc2ccc(Cl)cc2)o1)N1CCN(C2CCCCC2)CC1 (configuration not stated),-1.5,-0.4,-3.4,-0.4,-8.8,1.4,0.7,3.1,0.3,2.4
CC(=O)N(CCCNC(=O)c1ccccc1)C(=O)c1ccccc1,-0.7,-0.2,1.3,2.4,-7.3,1.9,-4.6,-0.6,-2.5,-2.5
O=C(CN1CCN(C(=O)c2ccccc2)CC1)Nc1ncc(Br)cc1Br,-1.3,-5.2,2.4,-0.2,3.8,-1.7,-4.3,-2.6,-5.1,-0.2
CCOc1cc(C2CC(=O)Nc3cc(C)c(C)cc32)ccc1O (configuration not stated),-2.4,-2.6,1.8,-2.9,5.5,-0.7,4.0,-1.0,-4.1,1.5
Nc1cc(-c2ccccc2)nn1S(=O)(=O)c1ccc(F)cc1,1.0,-3.1,0.5,0.8,-8.5,-1.4,-2.1,3.2,-1.7,1.2
O=[N+]([O-])c1c(NCCO)cc(N2CCN(Cc3ccc4c(c3)OCO4)CC2)c2nonc12,-2.2,-0.8,-2.0,13.2,3.3,-2.5,6.7,5.0,-4.3,-1.1
O=C(NCCn1cc(SCc2ccccc2)c2ccccc21)c1ccccc1F,0.1,-25.0,-1.0,0.6,4.5,-4.8,-9.7,3.1,-2.3,2.8

# Some of the compounds tested (hit frequency here may not be typical).
